High-throughput results deposited in PubChem by several laboratories.
Ecoli viability: E. coli V3065 growth inhibition, primary screen, counter-screen for AddAB inhibitor project, absorbance, OD600; 18 h; inhibition, % at 11.9 µM; actives 0.27% (n = 330,000); AID 449728, 2010;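 active means inhibition above the campaign's mean inhibition across all tested compounds plus 3 SD, cut at about 9.9% in these data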;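 further: uninfected addAB+ strain grown without phage in ampicillin broth; 0% = DMSO wells and 100% = ciprofloxacin 0.95 µg/ml wells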
DAGLB inh: DAGLB lipase inhibitors, primary screen, biochemical, fluorescence, HTS; HEK293T DAGLB membrane lysate, EnzChek fluorogenic substrate; actives 0.059% (n = 340,000); inhibition, % at 5.17 µM; in the data active means inhibition above about 34%;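 further: 0% = enzyme with vehicle and 100% = wells lacking enzyme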
Target sequence (Q8NCG7 whole entry, looked up): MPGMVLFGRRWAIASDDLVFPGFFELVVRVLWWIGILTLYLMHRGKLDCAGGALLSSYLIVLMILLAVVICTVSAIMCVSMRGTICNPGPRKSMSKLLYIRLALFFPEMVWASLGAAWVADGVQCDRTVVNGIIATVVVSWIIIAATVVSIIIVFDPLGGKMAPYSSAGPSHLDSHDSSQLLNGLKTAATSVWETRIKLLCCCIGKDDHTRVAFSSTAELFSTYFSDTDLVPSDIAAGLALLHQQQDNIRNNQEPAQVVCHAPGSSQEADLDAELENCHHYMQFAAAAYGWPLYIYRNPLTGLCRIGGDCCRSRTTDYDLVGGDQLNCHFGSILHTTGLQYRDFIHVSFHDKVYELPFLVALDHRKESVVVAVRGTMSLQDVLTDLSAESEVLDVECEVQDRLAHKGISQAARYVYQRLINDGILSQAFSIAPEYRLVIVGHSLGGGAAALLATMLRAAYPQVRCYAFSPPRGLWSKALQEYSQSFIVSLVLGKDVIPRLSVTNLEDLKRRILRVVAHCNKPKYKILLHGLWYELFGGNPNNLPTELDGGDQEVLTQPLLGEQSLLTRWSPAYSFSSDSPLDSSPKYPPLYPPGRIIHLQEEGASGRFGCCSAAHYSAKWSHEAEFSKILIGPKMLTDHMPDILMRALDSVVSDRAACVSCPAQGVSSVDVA
AddAB inh: growth inhibition of E. coli expressing H. pylori AddAB, primary screen, AddAB inhibitor project, absorbance; inhibition, % at 11.9 µM; actives 0.29% (n = 330,000); in the data active means inhibition above about 12%;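 further: 0% = vehicle wells of infected cells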
PvdQ acylase: P. aeruginosa PvdQ acylase inhibitors, primary screen, biochemical, fluorescence, plate reader and imaging, single point | PvdQ acylase [Pseudomonas aeruginosa LESB58] | purified PvdQ acylase | inhibition, % at 10 µM | actives 0.063% (n = 340,000) | AID 488965, 2010; in the data active means inhibition above about 30%, passing the limit was not always enough;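 further: 0% = vehicle neutral wells and 100% = reference inhibitor wells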
CAL PDZ FP: CAL PDZ peptide-binding inhibitors, primary screen, biochemical, fluorescence polarization, Cer-tagged CAL PDZ, HTS; purified CAL PDZ, TMR-peptide fluorescence polarization, 1 h; Golgi-associated PDZ and coiled-coil motif-containing protein (Homo sapiens), Q9HD26; actives 0.02% (n = 330,000); AID 504414, 2011; inhibition, % at 20 µM;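 active means highest replicate inhibition of at least 40%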;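 further: plate controls were DMSO neutral control wells for no effect and unlabeled competitor peptide control wells for full effect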
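System: tagged CAL PDZ domain. Schedule: 1 h room-temperature incubation prior to read. Signal: fluorescence polarization (mP). Measure: percent inhibition from loss of millipolarization.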
PfHsp90 yeast 2: growth inhibition of PfHsp90-expressing yeast, primary screen, antimalarial PfHsp90 inhibitor project, S. cerevisiae, BacTiter-Glo luminescence, single point, set 2 | actives 0.32% (n = 310,000) | inhibition, % at 9.4 µM | BacTiter-Glo ATP, 48 h; yeast lacking PDR1 and PDR3 efflux regulators | AID 504621, 2011;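 active means every replicate shows inhibition above about 80%, whatever the replicate mean, limit read from the data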;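 further: 0% = DMSO neutral controls and 100% = 20 µM radicicol positive controls; yeast relying on Plasmodium falciparum Hsp90 in place of its own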
Wnt bcat act: Wnt/beta-catenin pathway activators, primary screen, cell-based, plate reader, single point. Wnt/beta-catenin reporter cell assay, activator. activation, % at 9.35 µM. actives 1.2% (n = 300,000). AID 743398, 2014; in the data active means activation above about 30%, passing the limit was not always enough;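 further: 0% = neutral control wells and 100% = positive control wells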
Tat export inh: E. coli Tat export inhibitors, primary screen, MC4100, TorA-mCherry reporter, fluorescence, single point | inhibition, % at 10 µM | actives 0.036% (n = 340,000);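 active means mean replicate inhibition at least 50% and at least half of replicates individually reaching 50%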;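 further: exported cargo escapes ClpAP degradation while cytoplasmic cargo is degraded and loses fluorescence; 0% = median of neutral control wells and 100% = median of NaSCN control wells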
Rtt109 HAT inh: inhibitors of C. albicans Rtt109/Vps75 HAT, primary screen, biochemical, ThioGlo CoA-SH fluorescence, plate reader; purified Rtt109/Vps75, 4 h; inhibition, % at 34.9 µM; actives 0.16% (n = 330,000); AID 540336, 2011;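 active means inhibition of at least 50% in every replicate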
Target sequence (Q5AAJ8 whole entry, looked up): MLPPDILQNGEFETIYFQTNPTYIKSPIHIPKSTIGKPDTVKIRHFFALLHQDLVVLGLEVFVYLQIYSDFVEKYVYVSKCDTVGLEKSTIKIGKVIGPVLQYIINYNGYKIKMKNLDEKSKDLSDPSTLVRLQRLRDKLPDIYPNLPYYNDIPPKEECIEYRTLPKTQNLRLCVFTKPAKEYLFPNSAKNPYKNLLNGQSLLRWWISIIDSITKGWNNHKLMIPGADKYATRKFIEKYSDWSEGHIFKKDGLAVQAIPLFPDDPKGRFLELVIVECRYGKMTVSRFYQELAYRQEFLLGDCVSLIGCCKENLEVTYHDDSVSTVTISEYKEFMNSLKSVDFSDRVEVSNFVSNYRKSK
phage Ecoli inh: growth loss of phage-infected E. coli, primary screen, RecBCD inhibitor project, absorbance, with phage, HTS; inhibition, % at 11.9 µM; actives 0.26% (n = 360,000); AID 651602, 2012; in the data active means inhibition above about 11%
Numbers without * were called inactive; . = no result given.

SMILES	Ecoli viability	DAGLB inh	AddAB inh	PvdQ acylase	CAL PDZ FP	PfHsp90 yeast 2	Wnt bcat act	Tat export inh	Rtt109 HAT inh	phage Ecoli inh
CCOC(=O)C1CCN(C(=O)c2cccc(S(=O)(=O)NCc3ccccc3)c2)CC1	0.5	1	1.6	-8	-0.5	-1	-2	1	-18	0.4
c1csc(-c2cn3c(n2)SCC3)c1	-2.0	-1	1.1	-8	-0.2	-21	.	-4	-8	0.1
CCOC(=O)Cn1nc(C)c([N+](=O)[O-])c1C	-1.4	2	-2.2	5	4.5	3	-1	4	-8	3.4
O=C(CSc1cc(Cl)ccc1Cl)NC1CC1	-1.6	0	-1.0	-5	0.3	31	-3	2	0	2.5
O=C(COc1ccccc1)N1CCN=C1SCc1ccccc1F	-0.6	-3	1.3	-8	-1.0	17	13	5	-4	4.3
Cc1ccc2c(C(=O)CN3CCCCC3)c(C)[nH]c2c1	1.2	-2	0.9	-21	-0.3	-38	-2	-13	-3	0.6
CCOc1ccc(NC(=O)c2ccccc2OCC(=O)c2ccc(C)cc2)cc1	1.5	-2	3.6	-6	-1.1	.	.	10	0	2.0
C=CCn1cnc2scc(-c3ccc(OC)cc3)c2c1=O	2.1	-4	4.6	-11	-0.6	-28	0	4	4	2.1
Cn1c(C(=O)OCC(=O)NCc2ccc(F)cc2)cc2occc21	1.3	2	-1.9	-2	-1.7	.	-2	-13	-28	3.2
COc1cccc(C(=O)N(Cc2nc(-c3cccc(C)c3)no2)C(C)C)c1OC	-0.1	0	1.1	-5	-0.2	-36	-1	14	-6	3.1
CCOC(=O)N1CCN(c2ncnc3nc[nH]c23)CC1	-2.2	-7	-1.9	-17	-0.1	-20	4	3	7	0.7
CN(CCNC(=O)c1ccc(CS(=O)(=O)c2ccc(Br)cc2)o1)CCc1ccccc1	-3.2	-2	-1.2	-14	-2.2	0	-2	0	2	2.0
CC1=C(C#N)C(NC(=O)C(C)(C)C)(C(F)(F)F)C(=O)N1 (stereo not drawn)	0.8	3	0.2	-12	-1.0	10	.	2	-5	0.6
COc1ccc2ccccc2c1CNCc1ccccn1	-0.3	0	2.9	-5	-1.0	-46	2	4	6	1.4
Cc1cc(Br)cc2c1NC(=O)C2(O)CC(=O)c1ccco1 (stereo not drawn)	0.8	-2	1.6	-13	0.1	-14	-1	0	-17	1.2
Cc1ccccc1Nc1nc(N)nc(CSCc2c(C)noc2C)n1	0.6	-1	0.7	7	1.4	8	.	-10	4	1.7
O=C(NCc1cccc(C(F)(F)F)c1)C1CC2Cn3c(nc4ccccc43)C2N1Cc1ccccc1 (stereo not drawn)	-1.7	-1	3.2	-13	0.1	-15	1	-3	-2	2.9
CC(C)(C)c1ccc(-c2c(C#N)c(N)nc3c2CCCC3)s1	0.5	-5	2.3	5	0.4	.	-8	-2	4	2.0
O=C(O)/C=C\C(=O)Nc1ccccc1C#Cc1ccccc1	-1.4	-1	-1.2	-15	-1.5	7	.	8	-4	3.5
CC(=O)N1c2ccccc2C(C)CC12CCCCC2 (stereo not drawn)	-2.7	-3	-0.6	-11	-0.1	21	-2	4	5	1.9
Cc1cc(=O)cc(C)n1-c1ccccc1Br	-0.6	2	0.5	-16	-2.7	4	1	-2	2	1.5
O=C(NNc1c2ccccc2nc2ccccc12)c1ccc(O)cc1O	1.8	39*	2.5	-4	4.7	13	.	8	7	6.0
Cc1cc(CNC(=S)Nc2cccc(Cl)c2Cl)nn1C	1.3	3	2.2	14	-2.0	-5	0	-5	0	1.2
O=C(COc1coc(CN2CCN(c3ccccc3)CC2)cc1=O)N1CCc2ccccc21	0.7	0	3.8	4	-1.0	.	-2	-5	11	5.2
O=C(NCc1ccccc1)NC(=O)c1ccccc1	1.4	-1	3.8	-3	.	-17	-1	-1	2	4.3
O=C(NCC(=O)N1CCN(c2ccccc2)CC1)c1ccc(Cl)cc1	0.2	-3	-1.7	7	-0.9	-3	3	9	-4	-1.1
COC(=O)C1(C#N)C(c2ccccc2)C1(C(=O)OC)C(=O)OC (stereo not drawn)	0.3	0	2.3	-15	-0.3	-22	.	3	5	3.0
CS(=O)(=O)Cc1cc(N2CCCC2)nc(-c2ccccc2)n1	0.0	-2	2.1	-8	-0.8	-4	0	2	-2	4.2
CCOC(=O)C1=C(CC)Nc2ccccc2N/C1=N\S(=O)(=O)c1ccccc1OC	-1.1	-2	0.5	2	-1.0	-5	-1	-6	-10	1.2
CCN(CC)c1ccc(CN(C(=O)c2cccs2)C2CCS(=O)(=O)C2)cc1 (stereo not drawn)	-1.1	0	1.1	-12	-1.1	6	0	2	10	0.6
O=C(CNS(=O)(=O)c1ccc(F)cc1)N1CCOCC1	0.4	0	2.6	-24	-0.5	-18	-1	2	-6	2.6
CCOP(=O)(c1ccc(N(C)C)cc1)C(O)c1ccccc1F (stereo not drawn)	0.8	2	0.7	-15	-0.4	-3	-1	3	10	1.8
COc1ccccc1NC(=S)N(Cc1ccco1)Cc1cc2ccc(C)c(C)c2[nH]c1=O	0.8	0	3.2	8	-0.8	13	-29	6	4	1.7
Cc1ccc(CSCC(=O)N(C)CC(=O)Nc2ccc(Cl)c(Cl)c2)cc1	-2.6	-5	-2.6	-14	-1.8	14	-3	11	-17	0.8
Cc1ccccc1N/C(SCc1ccc(Cl)cc1)=C(/C#N)C(=O)NCc1ccco1	0.8	-4	-2.6	5	0.2	-28	.	0	8	0.6
CCOc1ccc(OCC)c(NC(=O)C2CCN(c3cnccn3)CC2)c1	-0.9	-1	0.7	-13	-1.2	-5	-3	2	6	0.0
Cc1c(CC(=O)O)c(=O)oc2cc(OCc3ccc(F)cc3Cl)ccc12	-1.6	6	-2.5	-3	-2.5	-3	1	4	-2	-1.0
Cc1cc(=O)oc2ccc(OCC(=O)N(Cc3ccc(F)cc3)Cc3ccco3)cc12	-1.8	-1	1.4	-3	-4.7	12	-3	6	1	0.9
C=CCn1c(C)cc(C(=O)COC(=O)c2cncc(Br)c2)c1C	1.1	-2	1.3	-5	-1.5	-21	-3	8	0	-1.3
COc1cccc(NC(=O)CN(C)C(C)C(=O)Nc2cc([N+](=O)[O-])ccc2Cl)c1 (stereo not drawn)	-0.1	-1	-1.5	-11	-1.1	.	-3	2	16	0.0

Pulled by structure from the entries so far:
SMILES	Ecoli viability	DAGLB inh	AddAB inh	PvdQ acylase	CAL PDZ FP	PfHsp90 yeast 2	Wnt bcat act	Tat export inh	Rtt109 HAT inh	phage Ecoli inh
CC1=C(C#N)C(NC(=O)C(C)(C)C)(C(F)(F)F)C(=O)N1 (stereo not drawn)	0.8	3	0.2	-12	-1.0	10	.	2	-5	0.6
COc1ccccc1NC(=S)N(Cc1ccco1)Cc1cc2ccc(C)c(C)c2[nH]c1=O	0.8	0	3.2	8	-0.8	13	-29	6	4	1.7

(list continues)
SMILES	Ecoli viability	DAGLB inh	AddAB inh	PvdQ acylase	CAL PDZ FP	PfHsp90 yeast 2	Wnt bcat act	Tat export inh	Rtt109 HAT inh	phage Ecoli inh
COc1ccc(N(CC(=O)NCc2cccnc2)S(=O)(=O)c2ccccc2[N+](=O)[O-])c(OC)c1	0.2	1	4.0	7	-1.4	-50	-2	-4	4	8.4
COc1cccc(C(O)CC(N)=O)c1 (stereo not drawn)	0.5	0	5.2	11	.	29	0	-1	-6	0.6
COC(=O)C1CSC(c2ccc(Cl)cc2)N1C(=O)c1ccccc1 (stereo not drawn)	0.8	-8	1.4	-8	-0.9	-13	-1	-1	-17	3.5
OC(COc1ccccc1)CN1CCOCC1 (stereo not drawn)	2.5	1	2.5	-6	-0.6	5	.	0	-2	0.1
CCN1CCCC1CNC(=O)C(=O)Nc1ccc(OC)cc1 (stereo not drawn)	0.4	0	1.5	-13	-1.4	-28	0	4	-4	-0.2
CC(Oc1ccc(Cl)cc1Cl)C(=O)Nc1cccc(O)c1 (stereo not drawn)	-1.8	-2	3.6	-16	-1.0	-11	1	-5	-6	3.0
CN1c2ccccc2C(=O)/C(=C\Nc2ccc(F)cc2F)S1(=O)=O	1.5	14	2.7	-10	0.0	4	1	6	-5	2.4
Cc1nc[nH]c(=O)c1Br	0.5	-3	2.7	1	0.2	1	-3	-5	-16	5.2
O=C1CSC(=Nc2cccc([N+](=O)[O-])c2)N1	0.8	-5	2.9	11	-0.9	11	0	-4	-15	0.5
O=C1CC(c2cccc([N+](=O)[O-])c2)c2cc3c(cc2N1)CCC3 (stereo not drawn)	0.9	4	1.4	-20	-8.2	9	-19	6	26	4.5

The last three compounds of the part before lead into the next.
SMILES	Ecoli viability	DAGLB inh	AddAB inh	PvdQ acylase	CAL PDZ FP	PfHsp90 yeast 2	Wnt bcat act	Tat export inh	Rtt109 HAT inh	phage Ecoli inh
Cc1nc[nH]c(=O)c1Br	0.5	-3	2.7	1	0.2	1	-3	-5	-16	5.2
O=C1CSC(=Nc2cccc([N+](=O)[O-])c2)N1	0.8	-5	2.9	11	-0.9	11	0	-4	-15	0.5
O=C1CC(c2cccc([N+](=O)[O-])c2)c2cc3c(cc2N1)CCC3 (stereo not drawn)	0.9	4	1.4	-20	-8.2	9	-19	6	26	4.5
COc1ccc(-c2cc(=O)oc3cc(OCC(=O)N[C@@H](Cc4c[nH]c5ccccc45)C(=O)O)ccc23)cc1	-2.8	3	2.5	-11	-1.9	-5	-2	-1	9	3.2
Cc1ccc(-c2c(C(=O)N/N=C/c3ccoc3)nnn2-c2nonc2N)cc1	1.7	1	2.7	9	-2.1	8	-4	1	26	-1.2
O=C(CSc1nnc(NC(=O)C2CCC2)s1)Nc1ccc(N2CCOCC2)cc1	-2.6	0	1.7	-4	-0.5	.	0	1	-9	1.2
COc1ccc(NC(=S)NCCCCCC(=O)C[N+](=O)[O-])cc1	-1.3	4	0.0	-13	-1.1	-20	-2	-13	1	3.1
CSc1nnc(-c2ccccc2N=Cc2c(C)[nH]n(-c3ccccc3)c2=O)c(=O)[nH]1	-1.5	-2	-1.7	-6	-0.5	0	.	-5	16	-0.9
COc1ccc(CNC(=O)CCSc2nc(-c3ccc4c(c3)OCO4)cc(C(F)(F)F)n2)cc1	-2.8	-6	-3.3	-8	-0.8	-2	-4	-4	-1	3.2
O=C(CSc1nnc(-c2ccc(Cl)cc2)n1-c1ccccc1)N/N=C/c1ccccc1C(=O)O	0.8	3	4.5	-3	-1.8	-13	-1	-8	-7	4.3
COc1ccc(C(=O)OCC(=O)Nc2cc(C)on2)c(OC)c1OC	-0.4	-3	0.1	20	1.9	1	9	-10	-1	2.0
CCSc1nnc(NC(=O)C2C3C=CC(C3)C2C(=O)O)s1 (stereo not drawn)	-0.7	-3	0.5	3	-0.2	-2	.	-9	1	0.2
Cc1nn(-c2nnc(C)c(=O)[nH]2)c(C)c1SCC(=O)Nc1ccc(F)cc1	-0.3	-2	4.0	-11	0.0	22	.	-8	7	1.4
CC1CCc2sc(C(=O)NCC(c3ccco3)N3CCCCC3)cc2C1 (stereo not drawn)	0.5	-7	1.3	-7	-2.5	4	-1	0	1	5.2
Nc1ccccc1-c1nnn(CC(=O)Nc2ccc3c(c2)OCCO3)n1	2.1	-1	4.0	-8	-2.1	18	1	-1	-1	5.0
CC1CC(C(F)F)n2nc(C(=O)Nc3sc4c(c3C#N)CCC(C(C)(C)C)C4)nc2N1 (stereo not drawn)	-1.9	0	0.3	-8	-2.0	-59	-2	-5	-14	-0.5
O=C(OC(C(=O)NCC1CCCO1)c1ccc(F)cc1)c1cccs1 (stereo not drawn)	-1.4	0	2.4	-10	0.0	-35	.	-4	-5	1.7
